# Compound activity (PubChem BioAssay)
# RAD54 inh = blocks human RAD54 Holliday junction branch migration; FAM/BHQ fluorescence; inhibition, % at 10.4 µM; 0.14% of 360,000 active; Q92698;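 active means mean normalized replicate activity at least 40 and at least half of replicates scoring 40 or more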;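 further: 0% = median of neutral control wells and 100% = median of positive control wells; inhibitors cause a drop in the FAM fluorescence signal; in these data hits start at about 50%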
# Target sequence (Q92698 whole entry, looked up): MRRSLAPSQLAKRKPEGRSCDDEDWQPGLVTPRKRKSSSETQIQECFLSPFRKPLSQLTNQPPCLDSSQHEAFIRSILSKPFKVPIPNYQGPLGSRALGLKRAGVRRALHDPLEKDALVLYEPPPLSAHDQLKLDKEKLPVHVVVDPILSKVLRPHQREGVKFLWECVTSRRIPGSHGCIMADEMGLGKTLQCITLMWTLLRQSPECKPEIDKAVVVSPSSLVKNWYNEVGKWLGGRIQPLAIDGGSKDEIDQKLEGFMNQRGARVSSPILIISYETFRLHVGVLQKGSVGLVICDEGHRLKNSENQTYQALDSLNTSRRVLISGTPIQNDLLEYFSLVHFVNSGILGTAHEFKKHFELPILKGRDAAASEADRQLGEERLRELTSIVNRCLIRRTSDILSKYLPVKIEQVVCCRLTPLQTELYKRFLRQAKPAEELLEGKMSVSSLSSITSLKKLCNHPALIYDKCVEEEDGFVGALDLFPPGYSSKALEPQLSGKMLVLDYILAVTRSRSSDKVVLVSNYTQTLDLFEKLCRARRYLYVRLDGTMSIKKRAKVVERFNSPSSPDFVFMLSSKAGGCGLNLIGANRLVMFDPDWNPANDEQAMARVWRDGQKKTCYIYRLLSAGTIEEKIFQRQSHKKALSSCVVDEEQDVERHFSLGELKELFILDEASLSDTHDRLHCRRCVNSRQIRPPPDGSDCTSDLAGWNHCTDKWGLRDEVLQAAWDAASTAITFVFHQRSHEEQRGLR
# esBAF inh = inhibitors of esBAF chromatin remodeling in mouse ES cells | Bmi1-luciferase knock-in reporter, 24 h; 100% = twice the neutral-well signal | reporter increase, % at 12.5 µM | 2% of 350,000 active | AID 602393; in the data active means activation above about 40%;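 further: 0% = median of the plate's neutral control wells and 100% = double that signal; a rise in the Bmi1 reporter signal indicates esBAF inhibition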
# ARNT-TACC3 inh = disrupts binding between human ARNT and TACC3; AlphaScreen His-ARNT PAS-B/GST-TACC3 binding, luminescence; TACC3 fragment carries E629A point mutation; AID 623870; Q9Y6A5; inhibition, % at 9.99 µM; 0.66% of 390,000 active;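 active means mean inhibition of replicates at least 50% and at least half of replicates each reaching 50%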;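 further: 0% = complete ARNT plus TACC3 wells and 100% = ARNT alone without TACC3; many hits fall short of the cut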
# * = called active by the depositor. The list is partial; the hit share may differ from the screen's.
# Under each structure: RAD54 inh	esBAF inh	ARNT-TACC3 inh
(1) CCCCCCN=C(C)C1=C(O)C(C(=O)OC)C(C)(C)CC1=O (stereo unspecified)
 : -2.4	-2.3	-0.9
(2) O=C(Nc1ccc2c(c1)OCCO2)c1ccc(Br)c(S(=O)(=O)N2CCOCC2)c1
 : 8.8	-6.5	33.7
(3) COCCn1nnnc1C(c1cc2ccc(C)cc2[nH]c1=O)N(Cc1ccco1)Cc1cccs1 (stereo unspecified)
 : -6.6	5.5	6.4
(4) CC1CCCCC12NC(=O)N(CC(=O)Nc1sc3c(c1C(N)=O)CCC3)C2=O (stereo unspecified)
 : -2.8	-7.5	8.8
(5) COc1ccc(C(=S)N2CCCC2)cc1OC
 : 2.5	-3.5	-2.6
(6) CCOc1ccc(-c2nnc3n2N=C(c2ccc(OC)cc2)CS3)cc1
 : -0.6	4.7	-7.5
(7) COc1ccc(CNC(=O)C(c2ccc(C)o2)N(Cc2cccs2)C(=O)Cc2cccs2)cc1 (stereo unspecified)
 : -0.1	13.7	24.3
(8) Cc1ccc(CN2CCN(/N=C/c3cc(Br)ccc3O)CC2)cc1
 : 2.8	2.3	2.2
(9) CCOc1ccc(CNC(=O)C2CC(=O)N(C3CCCC3)C2)cc1OC (stereo unspecified)
 : 4.3	-2.2	-2.7
(10) O=C(Nc1ccc(-c2cn3ccsc3n2)cc1)c1ccc(F)c(S(=O)(=O)N2CCOCC2)c1
 : 7.8	15.3	5.1
(11) O=C(Nc1ccc2c(c1)OC1(CCCC1)O2)C1CC1
 : -2.6	41.8*	-2.1
(12) CCC1=Nc2ccccc2-c2nnc(SC)nc2O1
 : 1.6	-4.6	6.9
(13) Cc1cc(=O)oc(C)c1C(=O)NCc1ccccc1
 : 10.7	-3.4	-2.1
(14) CNC(=S)N1CCN(c2ccc([N+](=O)[O-])cc2)CC1
 : -0.8	-8.2	-0.4
(15) COc1cc(=O)[nH]c(=O)n1C(=O)Cc1ccccc1
 : -2.3	-3.0	-10.3

# (further entries)
# Under each structure: RAD54 inh	esBAF inh	ARNT-TACC3 inh
(16) CC(C)(C)NS(=O)(=O)c1ccc(CCC(=O)NCc2ccco2)cc1
 : -1.1	-8.6	-3.6
(17) Cc1nc2ccc(F)cc2cc1C(=O)NCC1CCCO1 (stereo unspecified)
 : 7.2	0.9	-9.9
(18) O=C(NC1CCCC1)c1ccc2nc(-c3ccco3)c(-c3ccco3)nc2c1
 : 2.9	-3.1	24.2
(19) CC(C)(C)c1cc(C(=O)N2CCc3ccccc32)ccn1
 : 3.5	5.8	37.1
(20) CN(C)CCCNc1oc(-c2ccccc2)nc1C#N
 : 1.7	3.9	-5.0
(21) CCCS(=O)(=O)N1CCc2cc(OC)c(OC)cc2C1
 : 5.4	-0.4	3.1
(22) Cn1c(=O)c2c(nc(N3CCc4ccccc4C3)n2Cc2ccccc2F)n(C)c1=O
 : 0.9	3.4	-8.2
(23) O=C(NCc1ccccc1)c1ccc(Cn2cc(C(F)(F)F)ccc2=O)cc1
 : -4.6	-4.2	6.8
(24) CCOC(=O)c1ccc2ncc(C(=O)OCC)c(NCc3ccco3)c2c1
 : 5.6	28.6	1.1
(25) COc1cc(NC(=O)CN2c3ccccc3CC2C)cc(OC)c1OC (stereo unspecified)
 : 7.3	-4.6	19.6
(26) CCCOc1ccc(-c2nnc(-c3ccco3)o2)cc1
 : -6.9	-59.5	-0.1
(27) O=C(CSc1nnc(C2CC2)n1Cc1ccccc1)c1ccc(S(=O)(=O)N2CCOCC2)cc1
 : -3.7	-3.3	-0.2
(28) O=C(C1CCCN1S(=O)(=O)c1cccc2nsnc12)N1CCN(c2ccccc2)CC1 (stereo unspecified)
 : -14.6	-5.6	-25.3
(29) Cc1cc(C)n2nc3ccccc3c2n1
 : 1.8	6.0	-6.1
(30) C=C1N(CCCCCC(=O)O)C(=O)OC12CCCCC2
 : 2.5	9.8	-10.2

# Additional records follow.
# Under each structure: RAD54 inh	esBAF inh	ARNT-TACC3 inh
(31) C/C(=N/NC(=O)c1cccs1)c1ccc(NC(=O)COc2ccc(Cl)cc2Cl)cc1
 : -1.0	36.5	-2.1
(32) CC(=O)CCc1ccc2oc(C(=O)O)c(C)c2c1
 : 3.7	-2.5	-9.1
(33) CCCc1nc2oc3c(NCCOCCO)ncnc3c2c2c1COC(C)(C)C2
 : 7.5	0.2	-4.6
(34) O=C(Nc1ccc2c(c1)oc1ccc(S(=O)(=O)N3CCCC3)cc12)C1CC1
 : -8.7	10.3	2.4
(35) COC(=O)CSc1nc2ccccc2c(=O)n1C
 : 4.3	-0.6	10.2
(36) CCN1CCN(CCCNC(=O)C2c3ccccc3C(=O)N(C)C2c2ccc(OC)cc2)CC1 (stereo unspecified)
 : -1.3	-12.8	0.9
(37) CC(C)(C)n1ncc2c(=O)n(Cc3ccc(Cl)cc3Cl)cnc21
 : 1.7	-1.7	7.8
(38) CSCCC(NC(=O)c1ccccc1)C(=O)OCC(=O)Nc1ccc(C)c(Cl)c1 (stereo unspecified)
 : 9.6	-0.3	4.7
(39) O=C(Cc1ccc(Cl)cc1)NNC(=O)Nc1cccc2ccccc12
 : 0.3	-9.4	-1.9
(40) Cc1ccc2cc(CN(Cc3ccco3)C(=O)NCc3ccccc3)c(=O)[nH]c2c1C
 : -1.2	3.9	0.4
(41) C=C(C)COc1ccc(-c2[nH]ncc2-c2ccccc2OC)c(O)c1
 : 2.6	-3.9	-0.7
(42) NC(=O)c1ccc(C(F)(F)F)n(Cc2ccccc2Cl)c1=O
 : 2.2	3.2	-9.3
(43) CCOCCCNC(=O)C(NC(=O)CNC(C)=O)c1ccc(C)cc1 (stereo unspecified)
 : 4.8	6.3	-6.7
(44) COc1cccc(NC(=O)NC2CCN(Cc3nnnn3Cc3ccc(F)cc3)CC2)c1
 : -0.8	0.4	-4.7
(45) COc1ccc(OCC(O)CNC(=O)c2ccc(Br)cc2)cc1 (stereo unspecified)
 : 3.1	-3.2	-3.4

# (cont.)
# Under each structure: RAD54 inh	esBAF inh	ARNT-TACC3 inh
(46) C=CCN1C(=O)C(O)=C(C(C)=O)C1c1ccccc1F (stereo unspecified)
 : 0.2	-10.7	-4.3
(47) O=C(Cn1ccc2ccccc2c1=O)Nc1ccc2c(c1)OCO2
 : 13.0	-10.3	-13.9
(48) Cc1nn(C)c(Cl)c1NC(=O)OCc1ccc(Cl)cc1Cl
 : -2.1	-1.0	-2.9
(49) Cc1cc(C)n(-c2nc3sc4c(c3c3nnc(SC(C)C)n23)CC(C)(C)OC4)n1
 : -7.2	10.7	-5.5
(50) CCOC(=O)C(C)Sc1snnc1C (stereo unspecified)
 : -9.8	-7.4	-2.5
(51) N#C/C(=C\c1ccc(Sc2nc3ccccc3[nH]2)o1)c1ccccc1
 : -2.0	-18.0	0.1
(52) CN1c2ccsc2/C(=N/NC(=O)c2c(F)cccc2F)CS1(=O)=O
 : -3.8	-15.5	20.7
(53) C=CCn1c(SCC(=O)Nc2sc3c(c2C#N)CCC3)nnc1C1COc2ccccc2O1 (stereo unspecified)
 : -0.3	-6.2	-3.0
(54) O=C(COC(=O)c1ccccc1C(=O)c1ccccc1)c1ccco1
 : -4.6	-5.3	-1.1
(55) O=C(CN(Cc1ccc(F)cc1)C(=O)C1CSC(=O)C1)NC1CCCCC1 (stereo unspecified)
 : 0.8	-0.7	-22.2
(56) COc1ccccc1CCNC(=O)c1nccnc1C(=O)O
 : -0.4	3.2	-9.7
(57) Cn1c(=O)c2c(nc(NCc3ccco3)n2Cc2ccccc2Cl)n(C)c1=O
 : -11.0	-19.1	1.3
(58) O=C(Cn1c(CO)nc2ccccc21)Nc1cc(C(F)(F)F)ccc1N1CCOCC1
 : 0.4	-1.3	5.6
(59) C[C@@]12C(=O)Nc3ccc(F)cc3C(=O)N1[C@H]1c3ccccc3OC[C@@H]1[C@@H]2c1ccccc1
 : 8.2	-4.0	-6.7
(60) Cc1ccc(N2CCN(C(=S)c3ccc(N(C)C)cc3)CC2)cc1
 : 6.9	30.3	3.5

# (next part)
# Under each structure: RAD54 inh	esBAF inh	ARNT-TACC3 inh
(61) COc1ccc(-c2cc(C(=O)N3CCN(c4ccccc4)CC3)c3ccccc3n2)cc1OC
 : 1.0	11.5	6.3
(62) CC(C)c1nc(NCC2CCCO2)c(C#N)c2c1COC(C)(C)C2 (stereo unspecified)
 : 3.2	8.0	-0.8
(63) Cc1ccc(NC(=O)C2CC(c3ccc(F)cc3)=NO2)cc1 (stereo unspecified)
 : 2.4	12.1	0.9
(64) COc1cc2c(C(=O)N3CCN(C)CC3)c(C)n(-c3ccccc3)c2cc1Br
 : 4.4	-1.4	1.3
(65) CC(=O)c1c(C(C)=O)c(C)n(-c2nc(-c3cccs3)c(C)s2)c1C
 : 1.6	2.7	-2.6
(66) CCc1nn(-c2ccccc2)c(N)c1-c1ccc(OC)c(OC)c1
 : 3.5	-2.9	1.9
(67) Nc1nonc1-c1nc2ccccc2n1Cc1ccc(F)cc1
 : -3.2	-3.5	-5.2
(68) CCC(=O)N1CCc2cc(S(=O)(=O)N3CCN(c4cc(C)ccc4C)CC3)ccc21
 : 16.3	-2.2	-1.9
(69) COc1ccccc1NC(=O)c1ccc(Br)o1
 : -2.2	7.4	9.5
(70) O=C(Nc1ccccc1)c1cc(N2CCOCC2)nc2ccccc12
 : 4.3	-9.0	-18.7
(71) COc1ccc(N2CCN(C(=O)c3ccc(NS(=O)(=O)c4ccc(F)cc4)cc3)CC2)cc1
 : -4.6	23.7	8.5
(72) OCCCNC(c1ccccc1)c1ccc(O)cc1 (stereo unspecified)
 : -4.1	-3.8	-5.5
(73) COc1ccc(C(=O)OCC(=O)NCc2ccco2)cc1OC
 : -4.8	-2.2	1.3
(74) CN(C)S(=O)(=O)n1cnc(-c2ccccc2)c1-c1ccccc1
 : 1.1	5.6	-3.5
(75) N#CCSc1ncnc2sc3c(c12)CCC3
 : -0.5	-7.0	-0.6

# (more compounds)
# Under each structure: RAD54 inh	esBAF inh	ARNT-TACC3 inh
(76) CC1(C)CC2CC(C)(CN2C(=O)COC(=O)c2n[nH]c(=O)c3ccccc23)C1 (stereo unspecified)
 : -0.5	-9.1	-4.4
(77) CCOC(=O)C(CC)Sc1ncnc2c1nnn2-c1ccc(F)cc1 (stereo unspecified)
 : 2.0	-4.4	-1.1
(78) Cc1csc(NC(=O)CSc2ccc(-c3ccccc3)nn2)n1
 : 2.2	5.2	15.6
(79) OC(COc1ccc2c(c1)CCC2)CN1CCN(c2cccc(Cl)c2)CC1 (stereo unspecified)
 : 1.2	-0.5	3.5
(80) CC(=O)OCC(=O)[C@@]12OC(C)(C)O[C@@H]1C[C@H]1[C@@H]3C[C@H](F)C4=CC(=O)C=C[C@]4(C)[C@@]3(F)[C@@H](O)C[C@@]12C
 : 4.0	-7.6	18.6
(81) CCN(CC)CCCNC(=O)Cc1c(C(=O)O)n(C)c2ccccc12
 : -8.9	-5.0	0.4
(82) O=c1[nH]c(CN2CCc3ccccc32)nc2scc(-c3cccs3)c12
 : -2.5	2.8	-1.6
(83) C=COC(=O)CSc1snc(SCC(=O)OC)c1C#N
 : -4.4	-7.9	-2.2
(84) CC(C)(C)c1ccc(S(=O)(=O)NCc2ccc(C(=O)N3CCOCC3)cc2)cc1
 : -0.9	2.5	-13.3
(85) CC1(C)NC(=O)N(CCOc2ccc3c(c2)CCC3)C1=O
 : -4.7	5.9	-3.4
(86) COc1ccc(N(CC(=O)Nc2cccc(C(F)(F)F)c2)S(C)(=O)=O)cc1
 : -8.8	10.2	-0.4
(87) COc1ccc(C(=O)Nc2cccc(-c3cnc4ccccc4n3)c2)cc1
 : 4.2	36.6	-2.1
(88) COc1ccc(OC)c(NC(=O)C2CCN(Cc3cnn(-c4ccccc4)c3-n3cccc3)CC2)c1
 : 0.9	11.3	13.4
(89) CCNC(=O)c1cc(Br)ccc1Cl
 : 3.2	3.3	1.9
(90) O=C(COc1ccc(S(=O)(=O)N2CCCCC2)cc1)NC1CCCCC1
 : -2.1	17.3	-7.0
(91) CCN1C(=O)N(CN2CCOCC2)C2C1N(CN1CCOCC1)C(=O)N2CC (stereo unspecified)
 : 2.0	-4.1	-13.4
(92) N#CCCN(Cc1cccnc1)C(=O)Nc1cccc(Cl)c1
 : -1.9	0.8	-18.0

# Molecules shown so far that have an aryl thioether with sulfur outside any ring (11):
# Under each structure: RAD54 inh	esBAF inh	ARNT-TACC3 inh
(12) CCC1=Nc2ccccc2-c2nnc(SC)nc2O1
 : 1.6	-4.6	6.9
(27) O=C(CSc1nnc(C2CC2)n1Cc1ccccc1)c1ccc(S(=O)(=O)N2CCOCC2)cc1
 : -3.7	-3.3	-0.2
(35) COC(=O)CSc1nc2ccccc2c(=O)n1C
 : 4.3	-0.6	10.2
(49) Cc1cc(C)n(-c2nc3sc4c(c3c3nnc(SC(C)C)n23)CC(C)(C)OC4)n1
 : -7.2	10.7	-5.5
(50) CCOC(=O)C(C)Sc1snnc1C (stereo unspecified)
 : -9.8	-7.4	-2.5
(51) N#C/C(=C\c1ccc(Sc2nc3ccccc3[nH]2)o1)c1ccccc1
 : -2.0	-18.0	0.1
(53) C=CCn1c(SCC(=O)Nc2sc3c(c2C#N)CCC3)nnc1C1COc2ccccc2O1 (stereo unspecified)
 : -0.3	-6.2	-3.0
(75) N#CCSc1ncnc2sc3c(c12)CCC3
 : -0.5	-7.0	-0.6
(77) CCOC(=O)C(CC)Sc1ncnc2c1nnn2-c1ccc(F)cc1 (stereo unspecified)
 : 2.0	-4.4	-1.1
(78) Cc1csc(NC(=O)CSc2ccc(-c3ccccc3)nn2)n1
 : 2.2	5.2	15.6
(83) C=COC(=O)CSc1snc(SCC(=O)OC)c1C#N
 : -4.4	-7.9	-2.2
